AID2073: disruptors of CaV2.2 binding to Mint1 – biochemical, HTRF (AID 2073); 290,000 compounds, 0.19% hits; HTRF protein-protein interaction, Mint1-CaV2.2; higher % means a stronger effect; one-dose inhibition, % at 20 µM; IC50 in µM for titrated hits; in the data active means inhibition mostly above about 51%, no sharp cut-off; inconclusive means no clear call, values can overlap the other calls; inactive means mostly below about 53%; further: some results filed as inactive read as strong as hits
Siah-1 displacement: Siah-1 peptide-binding antagonists, primary screen, biochemical, fluorescence polarization, rhodamine-plectin, uHTS (AID 1817); 290,000 compounds, 0.02% hits; displacement, % at 20 µM; hits with a dose series show IC50 in µM; Siah-1 / rhodamine-plectin peptide fluorescence polarization; higher % means a stronger effect;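 active means displacement of at least 50% at 20 µM, with a fluorescence ratio check between 0.3 and a set limit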;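 further: plate controls were Siah plus tracer with DMSO for no effect and tracer alone without Siah for full effect; strong numbers were not always called active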
LYP inhibition: PTPN22 lymphoid phosphatase activity blockers – biochemical, fluorescence intensity, uHTS (AID 1779). recombinant LYP phosphatase, fluorescence intensity; higher % means a stronger effect. one-dose inhibition, % at 11.5 µM; IC50 in µM for titrated hits. 290,000 compounds, 0.054% hits; in the data active means inhibition above about 50%;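 further: plate controls were vehicle with enzyme for no effect and no enzyme for full effect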
An asterisk follows results filed as active; ? = inconclusive.

SMILES | AID2073 | Siah-1 displacement | LYP inhibition
O=C(NCC(c1cccs1)N1CCOCC1)C1CCN(S(=O)(=O)c2ccccc2C(F)(F)F)CC1 (configuration not stated) | 6% | 1% | -9%
Cc1ccc(NC(=O)CNC(=O)c2ccc(C)o2)cc1 | 11% | -4% | -2%
O=C(Cc1ccccc1)Nc1ccc(NC(=S)NC(=O)c2ccccc2)cc1 | 10% | 10% | -2%
COc1ccc(N(CC(=O)NC2CCCCC2)C(=O)c2ccc(C)s2)cc1OC | 3% | 0% | -8%
Cc1ccc(C)c(NS(=O)(=O)c2cc3c4c(c2)CC(=O)N4CCC3)c1 | 0% | 6% | -7%
O=C(c1ccc(Cl)s1)N1CCN(C23CC4CC(CC(C4)C2)C3)CC1 | ? | 2% | -10%
O=C(N/N=C/c1cccc(OCc2ccccc2)c1)c1ccc(Br)o1 | 6% | -3% | 6%
CCOC(=O)c1ccc(NC(=S)NNC(=O)c2cc(-c3cccnc3)nc3ccccc23)cc1 | 6% | -7% | 0%
COC(=O)C1=CN(Cc2ccc(OC)c(OC)c2)C=C(C(=O)OC)C1c1ccc(O)cc1 | 18% | 13% | -10%
Cc1onc(-c2ccccc2)c1C(=O)N1CCCC(C(F)(F)F)C1 (configuration not stated) | 3% | 4% | -6%
COc1ccc(CCNC(=O)c2coc(=O)c(Br)c2)cc1 | 10% | -1% | -5%
CC(C)n1cc(CN2CCCC(C(=O)Nc3ccccc3Oc3cccnc3)C2)cn1 (configuration not stated) | 12% | 11% | -2%
COC(=O)Cc1c(C)c2ccc(OC3CCCCC3=O)cc2oc1=O (configuration not stated) | 25% | 5% | -12%
COc1cccc(C(=O)NC2CC3CCC(C2)N3Cc2ccccc2)c1 (configuration not stated) | 14% | -2% | -12%
COc1ccc(Cl)cc1NC(=O)CCN1CCN(Cc2ccccc2)CC1 | -1% | 6% | -10%
O=C(CNS(=O)(=O)c1ccccc1)Nc1ccccc1Br | 7% | 6% | -8%
COc1ccccc1-n1c(SCC(=O)N2CCOCC2)nc2ccccc2c1=O | 5% | 0% | -6%
C[C@]12CCC3C(CC[C@H]4CC(O)CC[C@]34C)C1CC/C2=N/NC(=O)c1ccncc1 (some centres not stated) | 11% | 3% | -8%
COc1ccc2nc(NC(=O)Nc3ccccc3OC)sc2c1 | -1% | -5% | -5%
CC(C)CN(C(=O)c1cccc([N+](=O)[O-])c1)c1c(N)n(CC(C)C)c(=O)[nH]c1=O | 10% | -4% | -12%
CC(=O)Nc1ccc2c(c1)nc(CCN1CCN(c3ccccn3)CC1)n2C | 12% | 2% | -11%
COc1ccc(C(=O)Cn2cnc3ccccc3c2=O)cc1 | -1% | 0% | -14%
Cc1ccc(F)cc1NC(=O)CSc1nc(Nc2ccccc2)nc(N2CCOCC2)n1 | 4% | -2% | -5%
COP(=O)(c1ccc(N(C)C)cc1)C(O)c1ccccc1 (configuration not stated) | 10% | 3% | -8%
CC(C)N(Cc1ccccc1)C(=O)CN1C(=O)NC(Cc2ccccc2)(c2ccccc2)C1=O (configuration not stated) | 6% | 16% | -2%
O=C(CCc1ccccc1)NC1C2CC3CC(C2)CC1C3 (configuration not stated) | 16% | 6% | -9%
O=C(O)CN1C(=O)/C(=C\c2cccc(OCc3ccccc3)c2)SC1=S | -9% | -4% | -10%
O=C1C(Cl)=C(NC(=O)c2ccccc2)C(=O)C(Cl)=C1NC(=O)c1ccccc1 | 82%* | 0% | -5%
Cc1ccc(C)c(N2CCN(C(=O)CCS(=O)(=O)c3ccc4c(c3)NC(=O)C(C)S4)CC2)c1 (configuration not stated) | 4% | 0% | 3%
CC1CN(S(=O)(=O)c2ccc(C(=O)N(CCCN(C)C)c3nc4c(Cl)cccc4s3)cc2)CC(C)O1 (configuration not stated) | 3% | -5% | -7%
COCCNC(=O)CN1C(=O)NC(c2ccccc2)(c2ccccc2)C1=O | 14% | 3% | -7%
COc1cccc(CNC(=O)C(C)n2ccc3cc(S(=O)(=O)N4CCCC4)ccc32)c1 (configuration not stated) | 2% | -1% | -7%
N#Cc1c(NC(=O)C(=O)NCCCN2CCOCC2)sc2c1CCC2 | 14% | -5% | -6%
O=C(CNC(=O)C1CCCCC1)NC1CCCCC1 | 4% | 9% | -5%
CC(C)C[C@H]1CN=C(Nc2ccccc2)N1CCC1CCCCC1 | 2% | 4% | -13%
CCOC(=O)C1CCN(S(=O)(=O)c2ccc3oc(=O)ccc3c2)CC1 | 8% | -2% | -4%
Cc1cc(Cl)ccc1OC(C)C(=O)Nc1ccc(S(=O)(=O)N2CCOCC2)cc1 (configuration not stated) | 12% | -2% | -6%
CC(=O)N(C1=C(N)C(=O)c2ccccc2C1=O)c1ccccc1 | 7% | 0% | -4%
Cc1oc2ccc(O)cc2c1C(=O)c1ccccc1 | 2% | -2% | -7%
CC(=O)c1cccc(N(C(=O)CNC(=O)c2ccco2)C(C(=O)NCC2CCCO2)c2ccccc2)c1 (configuration not stated) | 5% | 0% | -9%

Complete entries, quoted from the list. Values in the order: AID2073 | Siah-1 displacement | LYP inhibition
`CC(=O)c1cccc(N(C(=O)CNC(=O)c2ccco2)C(C(=O)NCC2CCCO2)c2ccccc2)c1` (configuration not stated) is listed as 5% | 0% | -9%
`COc1ccccc1-n1c(SCC(=O)N2CCOCC2)nc2ccccc2c1=O` is listed as 5% | 0% | -6%
`COC(=O)C1=CN(Cc2ccc(OC)c(OC)c2)C=C(C(=O)OC)C1c1ccc(O)cc1` is listed as 18% | 13% | -10%
`O=C(N/N=C/c1cccc(OCc2ccccc2)c1)c1ccc(Br)o1` is listed as 6% | -3% | 6%
`Cc1ccc(F)cc1NC(=O)CSc1nc(Nc2ccccc2)nc(N2CCOCC2)n1` is listed as 4% | -2% | -5%

(next part)
SMILES | AID2073 | Siah-1 displacement | LYP inhibition
CCN(Cc1ccccc1)C(=O)C1CCN(c2ncnc3c2nc2n3CCCCC2)CC1 | 7% | 2% | -5%
O=C(c1cc(-c2ccc(Cl)cc2)n[nH]1)N1CCc2ccccc2C1 | 4% | 4% | -8%
Cc1ccc(CNC(=O)c2c(-c3ccccc3Cl)noc2C)cc1 | 4% | -2% | -6%
COc1cc(/C=C/C(=O)OCC(=O)NCCc2ccccc2)ccc1OC(F)F | 8% | -9% | -9%
CC(=O)Nc1ccc(S(=O)(=O)N2CCCC2)cc1 | 13% | 0% | -10%
CCOc1ccccc1/C=N/Nc1nc2ccccc2o1 | 6% | 6% | -2%
CCOC(=O)C1CCN(C(=O)C(=O)c2cn(CC(=O)N3CCCCCC3)c3ccccc23)CC1 | 18% | 3% | 5%
COc1ccc2cc(C(=O)N3CCN(c4ccccc4F)CC3)[nH]c2c1 | 6% | -6% | -9%
O=C(NCCc1cnccn1)C1CCC(=O)N(Cc2ccc(Cl)cc2)C1 (configuration not stated) | 0% | -2% | -6%
COc1cccc(N2C(=NC(=O)C3CCCCC3)SC3CS(=O)(=O)CC32)c1 (configuration not stated) | 7% | 3% | -6%
O=C(O)c1cccc2c3c([nH]c12)CCCC3 | 9% | 10% | -10%
COc1ccc(N2CCN(CC(=O)Nc3ccc(C)cc3)CC2)cc1 | 0% | -4% | -4%
COc1ccc(CCNC(=O)C2CCN(S(=O)(=O)c3ccc(OC)c(OC)c3)CC2)cc1OC | 8% | -5% | -6%
N#CC1=C(N)OC2=C(C(=O)CCC2)C1c1cc2c(cc1Br)OCO2 (configuration not stated) | -2% | 8% | -4%
Cc1cc(C)c(C(=O)N2CCCC(N3CCN(c4cccc(C(F)(F)F)c4)CC3)C2)o1 (configuration not stated) | 3% | 1% | -10%
Cc1ccc(NC(=O)Cc2nnc(SCC(=O)NC3CCCC3)n2C)c(C)c1 | 8% | 4% | -7%
COc1ccc(/C(C)=N/NC(=O)CNC(=O)c2ccncc2)c(OC)c1 | -3% | -2% | -7%
Cc1ccc(C(=O)N2CCc3ccccc32)cc1[N+](=O)[O-] | -1% | 1% | 1%
Cc1cccc(NC(=O)NN2CCN(C)CC2)c1C | 4% | 1% | -8%
NS(=O)(=O)c1ccc(CNC(=O)Cc2ccccc2[N+](=O)[O-])cc1 | 11% | -3% | -12%

Next part; it opens with the 3 that closed the last part.
SMILES | AID2073 | Siah-1 displacement | LYP inhibition
Cc1ccc(C(=O)N2CCc3ccccc32)cc1[N+](=O)[O-] | -1% | 1% | 1%
Cc1cccc(NC(=O)NN2CCN(C)CC2)c1C | 4% | 1% | -8%
NS(=O)(=O)c1ccc(CNC(=O)Cc2ccccc2[N+](=O)[O-])cc1 | 11% | -3% | -12%
COc1ccc(N2CCN(C(=S)Nc3ccccc3OC)CC2)cc1 | -5% | 2% | -6%
COc1ccc(CN2CCC(n3nccc3NC(=O)CCc3ccccc3)CC2)c(C)c1C | 3% | -3% | -6%
CC(=O)c1ccc(OCc2cc(C(=O)N3CCC[C@H]3CO)no2)cc1 | 3% | 3% | -11%
CC(=O)Nc1ccc(NC(=O)CSc2nnc(-c3cc4ccccc4o3)n2C)cc1 | 20% | 5% | -5%
O=C(O)c1ccc(NC(=O)c2ccccc2NC(=O)c2cccc(Br)c2)cc1 | 1% | 5% | -1%
COc1ccc(C)cc1S(=O)(=O)NCCN1CCOCC1 | -7% | -6% | -4%
CC(=O)c1cnc2nc(SCc3ccccc3C)nn2c1C | 2% | 12% | -10%
Cc1ccc(S(=O)(=O)Nc2ccc(S(=O)(=O)Nc3nccs3)cc2)c([N+](=O)[O-])c1 | -2% | -1% | -2%
CC(C)c1ccc(N(CC(=O)NC2CCCC2)C(=O)CCC(=O)Nc2ccccn2)cc1 | 8% | -2% | -7%
CCOc1ccc(N(CC(=O)Nc2ccc(OC)cc2OC)S(=O)(=O)c2c(C)[nH]c(=O)[nH]c2=O)cc1 | 0% | 3% | -7%
COc1cc(NC(=O)c2nn(C)c3c2CS(=O)(=O)c2ccccc2-3)cc(OC)c1 | 9% | 12% | -8%
COc1cccc(C(C(=O)NC(C)(C)C)N(Cc2ccc(C)cc2)C(=O)CCC(=O)Nc2cc(C)on2)c1OC (configuration not stated) | 1% | -7% | -9%
O=C(c1ccco1)N1CCN(Cc2nnc(-c3cccc(Br)c3)o2)CC1 | 4% | -5% | -4%
COc1cc(-c2cc(-c3ccccc3)nc(SCC(=O)O)c2C#N)cc(OC)c1OC | 14% | 14% | 2%
CC(C)(C)c1cc(CCC(=O)Nc2ccncc2)cc(C(C)(C)C)c1O | 3% | 0% | -3%
Cc1ccc(Cl)cc1NC(=O)[C@@H]1CCC(=O)N1C1OC(=O)c2ccccc21 (some centres not stated) | 3% | -4% | -7%
COc1ccc(Br)cc1CNC(=O)C1CCCN(S(=O)(=O)N2CC(C)CC(C)C2)C1 (configuration not stated) | 1% | 0% | 0%
O=C(NC(=S)NC1CCCCC1)c1ccccc1 | -10% | -8% | -6%
CCOc1cccc2cc(C(=O)NCc3ccc(Cl)cc3)c(=N)oc12 | 6% | -3% | -2%
Cn1ncc2c(N3CCCCC3)nc(NCCCO)nc21 | 11% | -5% | -13%
CCCc1cc(=O)n2[nH]c(-c3ccc(Cl)cc3)cc2n1 | -5% | 0% | -7%
COc1ccccc1/C=C/C(=O)NCC(=O)N/N=C(/C)c1ccco1 | -2% | -5% | -7%
COc1ccc(CNC(=S)Nc2ccccc2Cl)cc1 | -2% | -5% | -5%
Cc1ccc(CSc2nc(N)cc(N)n2)cc1 | 0% | -1% | -10%
O=C(c1ccc2c(c1)OCO2)C1CCCN(Cc2ccc(OC(F)F)cc2)C1 (configuration not stated) | 8% | -2% | -9%
O=S(=O)(NCc1ccccc1Cl)c1ccc(-n2cnnn2)cc1 | 13% | 13% | -7%
O=C(Nc1ccc(Cl)cc1)C1CCCN1C(=O)NCc1ccccc1 (configuration not stated) | 9% | -2% | -17%
Cc1ccccc1OCCCCN1CCCCC1 | 3% | 1% | -9%
COc1ccccc1/C=C/C(=O)NCC(=O)N/N=C/c1ccc(C(=O)O)cc1 | 2% | 8% | -4%
COc1ccc(/C=C2/SC(=S)N(NS(=O)(=O)c3ccccc3)C2=O)cc1 | 2% | 4% | -4%
Cc1ccccc1OCCCC(=O)NC1CCCCC1 | 4% | -1% | -6%
COc1ccc(CCNC(=O)C2CCN(S(=O)(=O)N3CCC(C)CC3)CC2)cc1OC | 13% | -2% | -9%
CS(=O)(=O)c1ccccc1C(=O)Nc1cc2c(cc1C(=O)O)OCCCO2 | 4% | -4% | -7%
CCOc1ccccc1NC(=O)CSc1nnc(CNC(=O)c2ccccc2F)o1 | 3% | -3% | -7%
O=C(O)c1cc(S(=O)(=O)N(Cc2ccccc2)c2ccccc2Cl)ccc1Cl | 6% | 0% | -6%
CCOc1ccc(S(=O)(=O)N2CCCC(C(=O)NCc3ccccc3)C2)cc1 (configuration not stated) | -2% | 2% | -6%
COCCN1CC(CNC(=O)c2cc(COc3ccccc3SC)on2)CC1=O (configuration not stated) | -3% | -5% | -10%
COc1cccc(N2C(=O)Nc3ccc(Br)cc3C2(O)C(=O)NCCN(C)C)c1 (configuration not stated) | 24% | -4% | -4%
O=C(COc1ccccc1)Nc1nnc(-c2ccc(F)cc2)o1 | 10% | 0% | -10%
COC(=O)c1ccc(NC(=O)COc2cccc(-n3cnnn3)c2)cc1 | 6% | 0% | -12%

High-throughput results (PubChem)

An excerpt. The share of hits here may be higher or lower than overall.
